ELG1 DNA repair: blocks ELG1-dependent DNA repair in HEK293T cells. HEK293T ELG1-luciferase reporter, luminescence, 16 h; DNA damage induced by 5-fluorouridine. AID 504467. 330,000 compounds, 2.3% hits. Potency, µM (series often up to 46.1 µM), for inactives: at the top dose activity change, negative = inhibition, hits mostly inhibitors; also: potency is read from the fitted curve at half-maximal effect; % is scaled to controls: 0 for no effect and ±100 for the full control effect; nearly all actives have a fitted effect of over 55% in size
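DMSO vehicle served as the neutral condition. Each well held 2,000 cells given 5-fluorouridine plus compound; after 16 hr at 37 °C/5% CO2, ONE-Glo was added and luciferase measured 30 min later.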
USP2a inh: USP2a (human) protease inhibition. Potency, µM (titrated, usually from 38.3 µM), without a hit: at the highest dose activity change, negative = inhibition, usual class: inhibitors. 330,000 compounds, 0.01% hits. AID 463254. USP2 core, Ub-CHOP2 coupled fluorogenic reporter, 485/531;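 also: potency is read from the fitted curve at half-maximal effect; plate controls were DMSO wells for no effect and full inhibition by NEM control for full effect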
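Deubiquitinase activity read as fluorescence (485/531 nm) after Ub-CHOP2 cleavage activates the enterokinase reporter on its substrate; USP2 core 10nM, Ub-CHOP2 and substrate 25nM each, 30min compound preincubation then 60min RT; data normalized to NEM, curves fitted.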
TCR act: activators of T cell receptors | primary human leukocytes, anti-CD3, IL-2 HTRF, 48 h | 330,000 tested, under 10 active | AID 504894 | Potency, µM (top dose mostly 9.22 µM), for inactives: top-dose activation of IL-2 secretion, actives largely listed as activators; also: % of control where 0% means no effect
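HTRF read-out of IL-2 secretion: europium cryptate donor excited at 320nm, d2 acceptor emission at 665nm. Cells were primary human leukocytes incubated 48 hr with compounds and a-CD3 beads, supplying TCR signal only.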
Mito fusion yeast: blocks mitochondrial division or promotes mitochondrial fusion; 320,000 compounds, 0.23% hits; Potency, µM (titrated, usually from 46.1 µM), for the others: top-dose growth rescue (activation), actives largely listed as activators; S. cerevisiae fusion-defective mutant growth rescue, CellTiterGlo 48 h; AID 485298;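 also: potency is read from the fitted curve at half-maximal effect; % of control where 0% means no effect; nearly all actives have a fitted effect of over 45% in size; temperature-sensitive fusion mutants such as fzo1-1 at 37 °C on non-fermentable ethanol glycerol medium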
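Growth-rescue viability read-out: after 48 h at the non-permissive 37C in glycerol/ethanol YPEG, yeast mitochondrial fusion mutants are measured by CellTiterGlo luminescence; compounds (23 nl pinned per well) restoring growth score as division inhibitors or fusion activators.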
KCNH2 3.1 block: blocks the human KCNH2 3.1 channel isoform; 340,000 compounds, 0.95% hits; activity change, % (tested at about 1.8 µM); AID 720553; U2OS KCNH2 3.1, thallium flux FluxOr; active compounds read low;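 active = maximum activity change below -70%; inconclusive = maximum activity change from -70% to -50%; inactive = maximum activity change above -50%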;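 also: thallium influx rate constant from kinetic fluorescence after stimulation buffer; % is scaled to controls: 0 for no effect and ±100 for the full control effect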
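Measured as rate of thallium-driven FluxOr signal in transduced U2OS cells carrying the 3.1 channel, read kinetically for 2 min upon stimulation; values are rate constants scaled to DMSO control wells.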
TRPV1 ag: agonists of human vanilloid receptor 1 (TRPV1); TRPV1-expressing cells, Fluo-8 calcium influx, agonist mode; activation, % at 8.33 µM; 320,000 compounds, 0.19% hits; AID 540275; in the data active = activation above about 80%; inconclusive = between about 30% and that limit; also: 0% is about no effect
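Fluo-8 calcium influx in TRPV1-expressing cells, kinetic read (ex 480/em 520 nm). Compound added and read 3 min for agonist activity, followed by capsaicin at EC20 final and 2 min further read for enhancement.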
TSHR antagonist: blocks TSH signaling through the human TSH receptor; activity change, negative = inhibition, % at 11.5 µM; P16473; TSHR-expressing cells, TSH-stimulated cAMP HTRF, 2 h; active compounds read low; 330,000 compounds, 0.2% hits; AID 504810;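 active = activity change below a set negative limit, meaning inhibition stronger than a set level, cut at about -70% in these data; inconclusive = activity change between two set negative limits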; also: % is scaled to controls: 0 for no effect and ±100 for the full control effect
Target sequence (P16473 whole entry, looked up): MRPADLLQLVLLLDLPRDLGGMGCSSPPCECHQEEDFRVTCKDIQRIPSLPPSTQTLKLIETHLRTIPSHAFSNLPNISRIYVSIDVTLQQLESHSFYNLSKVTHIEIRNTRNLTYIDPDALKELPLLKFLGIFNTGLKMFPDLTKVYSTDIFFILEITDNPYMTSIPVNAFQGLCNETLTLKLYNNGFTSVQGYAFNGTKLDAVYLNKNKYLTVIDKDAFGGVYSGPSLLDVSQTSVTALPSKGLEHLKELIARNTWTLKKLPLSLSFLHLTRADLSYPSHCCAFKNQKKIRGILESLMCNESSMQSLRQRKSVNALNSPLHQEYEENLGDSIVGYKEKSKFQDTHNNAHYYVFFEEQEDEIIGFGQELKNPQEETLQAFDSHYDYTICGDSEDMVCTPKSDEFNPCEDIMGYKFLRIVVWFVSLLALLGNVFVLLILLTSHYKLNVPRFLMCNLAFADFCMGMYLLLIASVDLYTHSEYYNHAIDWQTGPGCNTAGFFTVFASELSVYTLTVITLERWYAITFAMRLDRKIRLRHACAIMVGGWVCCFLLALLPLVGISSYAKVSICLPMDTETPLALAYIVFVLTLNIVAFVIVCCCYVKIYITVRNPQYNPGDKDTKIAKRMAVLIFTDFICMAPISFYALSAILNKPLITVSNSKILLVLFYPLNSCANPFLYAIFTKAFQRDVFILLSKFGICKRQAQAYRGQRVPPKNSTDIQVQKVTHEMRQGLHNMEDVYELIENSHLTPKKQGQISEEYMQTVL
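Freshly harvested TSHR cells receive pin-tooled compound, then EC80 TSH at 4nM final. After 2 hours at 37 deg C, antibody in lysis buffer and cAMP-d2 are added; 30 minutes at ambient temperature precede the HTRF read.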
A-T KAP1 phos: candidate therapy for ataxia-telangiectasia; […] A-T fibroblasts, KAP-1 phosphorylation AlphaLISA; neocarzinostatin DNA damage 30 min before lysis; Potency, µM (series often up to 57.5 µM), for inactives: at the top dose activation, actives largely listed as activators; AID 485349; 320,000 compounds, 0.19% hits; also: potency is read from the fitted curve at half-maximal effect; % of control where 0% means no effect; nearly all actives have a fitted effect of over 45% in size
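ATM-like activity read as KAP-1 phosphorylation via AlphaLISA donor/acceptor antibody pairs after lysis and 6 hr at 25C. Cells were ATM-null patient fibroblasts ([…], hTERT), dosed 60 min, then exposed to the DSB inducer NCS for 30 min.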
Eya2 phos inh: Eya2 (human) phosphatase inhibition | O00167 | recombinant Eya2, OMFP fluorescence dephosphorylation (OMFP is methylfluorescein phosphate) | Potency, µM (series often up to 76.9 µM), without a hit: at the highest dose activity, negative = inhibition, usual class: inhibitors | 330,000 compounds, 0.006% hits; also: potency is read from the fitted curve at half-maximal effect; % is scaled to controls: 0 for no effect and ±100 for the full control effect
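Eya2 (0.2 uM) preincubated 10 min at ambient with compound, then OMFP substrate added at 50 uM; 10 min reaction in 50 mM HEPES pH 7.5, 50 mM NaCl, 5 uM MgCl2, 0.05% BSA, 1 mM DTT. Fluorescence read at Ex 485/Em 525 nm.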
KCNH2 WT inh: inhibitors of human wildtype KCNH2 potassium channel | 340,000 compounds, 0.37% hits | Q12809 | activity change, % at 1.84 µM | U2OS, BacMam KCNH2, thallium flux FluxOr; active compounds read low | AID 720551;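 active = maximum activity change below -70%; inconclusive = maximum activity change between -70% and -50%; inactive = maximum activity change above -50%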; also: % is scaled to controls: 0 for no effect and ±100 for the full control effect
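U2OS cells were transduced with wild-type KCNH2 virus (2.03 x 10^8 / mL) for 4 h at room temperature, then cultured overnight at 37 C. Thallium flux was read with FluxOr dye. Rate constants were normalized to DMSO controls.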
* hit, by the source's call; i = inactive; ? = inconclusive; . = not tested or not shown; [ ] = dose if it differs, or a comment. Unless noted, calls follow the shape of the dose curve; as a rule, active = well fitted curve in the direction sought with a large enough effect; inconclusive = small, poorly fitted or top-dose-only effect, or another doubt; inactive = no such curve, though single readings can be large; an effect the other way counts as inactive or inconclusive. This is a subset, so the mix of outcomes need not match the whole.

SMILES | ELG1 DNA repair | USP2a inh | TCR act | Mito fusion yeast | KCNH2 3.1 block | TRPV1 ag | TSHR antagonist | A-T KAP1 phos | Eya2 phos inh | KCNH2 WT inh
CC1=NN2C(=N)/C(=C\c3cc(C)n(Cc4ccccc4)c3C)C(=O)N=C2S1 | ? | -1% | -3% | -2% | -21 | ? | -14 | -6% | 3% | 3
CC1=CS(=O)(=O)CC1Sc1nc2ccccc2[nH]1 (stereo not drawn) | 6% | -5% | 6% | 1% | 1 | 0 | 1 | -7% | -3% | -15
NC(=O)N/N=C/C=C/c1ccc(F)cc1 | ? | -1% | 5% | 0% | 6 | 2 | 3 | -3% | -1% | -4
O=C(Cn1cc(C(F)(F)F)ccc1=O)N/N=C/c1cccc(Cl)c1Cl | -1% | 3% | 0%[46.1 µM] | -3% | 0 | -7 | 41 | 0% | 1% | -4
NC(=O)c1nc(-c2cccs2)nc2c1[nH]c(=O)n2-c1ccc(F)cc1 | 10% | 5% | 6% | 2% | 5 | 1 | -4 | 5% | 1% | 7
C=C(C)c1cccc(C(C)(C)NC(=O)N2CC(C)OC(C)C2)c1 (stereo not drawn) | 0% | 3% | 2% | -1% | -7 | -1 | -2 | -4% | -23% | 8
COc1cc(C(=O)NCC(c2cccs2)N2CCOCC2)cc(Br)c1OCc1ccccc1 (stereo not drawn) | 0% | -2% | 1% | . | 5 | . | . | 8% | -8% | -3
COc1ccc(-n2nc(C(=O)NCC(=O)N(C)Cc3ccccc3)c3ccccc3c2=O)c(OC)c1 | -9% | 1% | -3% | -2% | -2 | 11 | -2 | -4% | -2% | -4
COc1cccc(CN(C)C(=O)c2cc(S(=O)(=O)N3CCCC3)ccc2C)c1OC | ? | 7% | 13% | . | -10 | . | . | 7% | -31% | 1
CC1=Nc2ccc(Br)cc2C(c2ccccc2)N1CC(=O)NN (stereo not drawn) | 0% | -1% | -2% | -4% | 2 | 1 | 17 | -2% | -15% | 1
CCC(C)Nc1nc(-c2ccccn2)nc2ccccc12 (stereo not drawn) | ? | -11% | 5% | -3% | -3 | 19 | 13 | -4% | 7% | 20
CCCCn1c(SCC(=O)Nc2nnc(C(C)C)s2)nc2c1c(=O)n(C)c(=O)n2C | 18µM* | -1% | 2% | 0% | 14 | 1 | -10 | 1% | 7% | -6
Oc1ccc(-c2nccc(-c3ccc(Cl)cc3Cl)n2)cc1 | -4% | 3% | . | 0% | 17 | 25 | -1 | 2% | -5% | 4
CC1CC(C)CN(CCCNC(=O)CCNC(=O)Cn2cnc3ccccc3c2=O)C1 (stereo not drawn) | 18% | 2% | -3% | -9% | 3 | -2 | 2 | -2% | -7% | -1
NC(=O)c1cnn2c1NC(c1ccc(F)cc1)CC2C(F)(F)F (stereo not drawn) | 11% | 3% | -5% | -3% | 5 | -6 | -8 | 5% | 5% | 7
CCCNS(=O)(=O)c1ccc(OCC(=O)N2CCN(c3ccccc3)CC2)cc1 | ? | 0% | -1% | 3% | -15 | 0 | -5 | -3% | 4% | 2
CN(C)C(=O)c1ccc(OCC(F)(F)F)nc1 | 1% | 3% | 4% | -1% | -3 | 2 | -5 | -2% | 14% | 2
COc1cc(=O)n2c(-c3ccccc3)csc2n1 | 11% | 1% | 1% | 0% | -12 | 0 | -5 | -17% | 11% | -10
N#Cc1ccc(Cn2ccnc2C(=O)Nc2ccccc2)cc1 | 2% | 2% | 3% | 3% | 1 | -4 | -10 | 5% | -15% | i
CCn1c(CC(C)C)n[nH]c1=S | -13% | -1% | 6% | -7% | 17 | 0 | 4 | 2% | -7% | -9
O=c1ccn(CCCBr)c(=O)[nH]1 | 2% | 2% | 4% | 3% | 3 | 0 | 1 | 3% | 2% | -2
CC(C(=O)NCc1ccc2c(c1)OCO2)N(c1ccccc1)S(C)(=O)=O (stereo not drawn) | 5% | -1% | . | 0% | -9 | -6 | 1 | -1% | -4% | 7
COc1ccc(S(=O)(=O)N(CC(=O)NCc2cccnc2)C2CCCCC2)cc1OC | -21% | 2% | 2% | -2% | -2 | 4 | 20 | 17% | -5% | -8
O=C(CCc1nnc(-c2ccc(-c3ccccc3)cc2)o1)NCCc1ccccn1 | ? | 0% | -1% | 9% | -7 | -1 | -5 | -1% | 0% | -1
Cc1nc(CS(=O)(=O)c2ccccc2)cc(N2CCOCC2)n1 | ? | -1% | 0% | 0% | 12 | 0 | -1 | -2% | -41% | 8
CC(C(=O)c1ccccc1)n1c(N2CCOCC2)nc2c1c(=O)n(C)c(=O)n2C (stereo not drawn) | ? | 0% | -4% | 0% | 4 | 1 | -4 | 0% | 10% | -25
Cc1ccc(-c2cccc(C(=O)NCCc3ccccc3)n2)c2ccccc12 | 16% | 2% | -2% | 18% | -8 | 12 | -2 | 3% | -5% | 11
Cc1sc2ncnc(N3CCC(C(=O)Nc4cc(S(C)(=O)=O)ccc4Cl)CC3)c2c1C | ? | -1% | 0% | 9% | 1 | 1 | -26 | 7% | -20% | -9
Cc1ccc(OCC(=O)NCCCNC(=O)c2ccncc2)cc1C | 3% | 0% | 7% | -1% | -19 | 5 | -7 | 1% | -8% | -6
C/C(=N\NC(=O)c1ccoc1C)c1cccc2ccccc12 | 10% | 1% | 8% | 6% | 21 | 0 | 30 | 11% | -10% | -5
CCOC(=O)C1C(C(=O)NN)C1C(=O)Nc1ccccc1 (stereo not drawn) | 10% | -3% | 4% | 5% | 24 | -3 | 8 | 8% | 6% | 1
CCOc1ccc(CCNC(=O)COC(=O)c2nn(C)c(=O)c3ccccc23)cc1OCC | 0% | -1% | -2% | -9% | -27 | -3 | 0 | 6% | -9% | -3
O=C(Nc1cc2c(cc1Br)OCCO2)c1cccnc1 | 18% | 1% | 10% | 3% | 13 | -6 | -34 | 16% | -2% | -18
CC1=NN(C(N)=S)C(=O)C1N=Nc1ccc(C)cc1C (stereo not drawn) | ? | 4% | . | 7% | . | 0 | -17 | . | -29% | .
CCOc1ccc(N(CC(=O)NCC2CCCO2)C(=O)CCC(=O)Nc2ccccn2)cc1 (stereo not drawn) | 1% | 1% | -4%[46.1 µM] | -4% | 6 | 1 | -8 | -5% | 2% | 5
CCN(CCCNC(=O)CNC(=O)Cn1cnc2ccccc2c1=O)c1cccc(C)c1 | -1% | 1% | 3% | 3% | -20 | 19 | 2 | -6% | -20% | -3
CCN(CC)CCSc1nc(O)c(C(C)C)c(=O)[nH]1 | ? | 3% | -2% | -1% | 3 | -2 | 1 | . | -27% | -2
CCOC(=O)CSc1nc2sc3c(c2c(=O)n1C1CCCCC1)CCN(C)C3 | -3% | -2% | 7%[46.1 µM] | -1% | 20 | -1 | -6 | 4% | -1% | -11
CC1(OC(=O)C2CCCC2)C(=O)C=C2C=C(c3ccsc3)N(CC3CC3)C=C2C1=O (stereo not drawn) | -13% | -6% | 1% | 11% | 3 | 6 | 10 | 35% | 5% | 5
Cc1ccc(NCc2nnc(SCC(=O)N3CCc4ccccc43)n2C)cc1 | -1% | 3% | 5% | 2% | -1 | 1 | -2 | 21% | 6% | -4

Taken from above:
CC(C(=O)NCc1ccc2c(c1)OCO2)N(c1ccccc1)S(C)(=O)=O (stereo not drawn) in TSHR antagonist is entered as 1
COc1ccc(S(=O)(=O)N(CC(=O)NCc2cccnc2)C2CCCCC2)cc1OC in TSHR antagonist is entered as 20

Continued.
SMILES | ELG1 DNA repair | USP2a inh | TCR act | Mito fusion yeast | KCNH2 3.1 block | TRPV1 ag | TSHR antagonist | A-T KAP1 phos | Eya2 phos inh | KCNH2 WT inh
NC(=O)c1ccc(NC(=O)COC(=O)C2CC(=O)N(Cc3ccccc3)C2)cc1 (stereo not drawn) | 5% | -2% | 1% | 14% | 3 | 3 | -4 | 2% | 2% | 0
Cc1nc2c(-c3ccc(Cl)cc3)cnn2c(N)c1-c1ccc(F)cc1 | ? | 3% | 12% | -14% | -4 | -2 | -5 | 1% | 0% | 2
CC(=O)c1ccc(NC(=S)NNC(=O)NC2CCCCC2)cc1 | 18% | -1% | 1% | -1% | 5 | -5 | 18 | -1% | 14% | -4
CCCN(CCC)CCCNC(=O)c1cn(CC)c2ccc(S(=O)(=O)N3CCc4ccccc4C3)cc2c1=O | 3% | 1% | -7% | 9% | -50 | 5 | 12 | 0% | 0% | 1
CCCCn1c(N)c(N(CCOC)C(=O)c2cc(-c3ccc(OC)cc3)nc3ccccc23)c(=O)[nH]c1=O | -1% | 1% | 2% | -2% | 4 | 1 | 4 | 10% | -1% | 7
NC(=O)CSc1nnc(-c2cccs2)n1-c1ccccc1 | -1% | 6% | -74% | 2% | -3 | 2 | -8 | 0% | -13% | 9
COc1ccc(Cc2c[nH]c(=O)[nH]c2=O)cc1 | -1% | 2% | . | 2% | 1 | 0 | 7 | 3% | -6% | -10

Source: PubChem BioAssay (National Center for Advancing Translational Sciences (NCATS))
